# From PubChem
# DDE Tn7 FP inh – disrupts Tn7 cyclic peptide binding to fibrin D-Dimer-E complex; P02675; FP displacement of FITC-Tn7 peptide from fibrin DD(E); 0% = median of compound wells per plate; 370,000 compounds, 0.13% hits; inhibition, % at 8.3 µM;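 active = inhibition above the mean of compounds falling within the control limits plus 3 SD of them, cut at about 14% in these data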;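 note: 0% = plate median of compound wells and 100% = 10 µM Aha-Tn7 peptide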
#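 Measure: % inhibition scaled between sample-field median and high-control FP; Test system: human fibrin DD(E); Quantity: 2 µM final DD(E) protein; Doses: one dose, 8.3 µM nominal; Schedule: compound with protein 10 min, then 3 h after probe, room temperature; Detection: fluorescence polarization; Medium: Tris buffer with calcium and detergent, pH 7.8.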
# UHRF1 MBD2 ctr – human UHRF1 methylated DNA binding inhibitors | Q96T88 | UHRF1 binding to methylated oligo, TR-FRET | inhibition, % at 4.4 µM | 370,000 compounds, 0.75% hits | AID 687016; in the data active = inhibition above about 21%;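 note: UHRF1 SRA domain binding a hemimethylated CpG hairpin DNA probe; 0% = median of test compound wells and 100% = reference inhibitor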
# PLC-beta3 inh – PLC-beta3 (human) inhibition, primary screen; Q01970; Purified PLC-beta3, fluorogenic substrate, fluorescence; inhibition, % at 12.2 µM; 370,000 compounds, 0.18% hits; in the data active = inhibition above about 11%;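 note: 0% = median of compound wells on plate and 100% = full blocker control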
# ARFGAP1 inh – inhibitors of rat ARFGAP1 | AID 651572 | inhibition, % at 16.5 µM | 360,000 compounds, 0.26% hits | Arfgap1-stimulated ARF1 GTP hydrolysis, GDP FP detection;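 active = inhibition above a per-plate limit, mean inhibition of low control wells plus 3 SD, cut at about 25% in these data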;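 note: 0% = DMSO wells with enzyme and 100% = wells lacking Arfgap1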
# Target sequence (Q62848 1-136 limits assumed): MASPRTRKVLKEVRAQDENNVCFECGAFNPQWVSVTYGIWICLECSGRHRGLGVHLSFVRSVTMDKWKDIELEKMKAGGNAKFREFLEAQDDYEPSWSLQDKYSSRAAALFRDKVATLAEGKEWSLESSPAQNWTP
#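 System: truncated rat Arfgap1 GAP domain / Medium: HEPES-based buffer, pH 7.5 / Also added: N-terminally truncated human ARF1-GTP substrate / Incubation: enzyme reaction 120 min at 25 °C after 20 min preincubation / Measured by: FP of antibody-bound GDP Alexa 633 tracer, ex 620/em 688 nm / Replicates: singlicate, each compound tested once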
# sPLA2-III inh – Blocks human group III sPLA2 activity; inhibition, % at 12.2 µM; Q9NZ20; 370,000 compounds, 0.56% hits; QFRET BODIPY PC-A2 liposome hydrolysis, fluorescence;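 active = inhibition above mean plus 3 SD of compounds lying within the high and low control bounds, cut at about 19% in these data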;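 note: 0% = median of test compound wells and 100% = no enzyme DMSO wells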
# PLCg1 inh – blocks human PLC-gamma1 enzyme activity; P19174; purified PLC-gamma1, fluorogenic substrate, fluorescence; inhibition, % at 12.2 µM; 370,000 compounds, 0.84% hits; AID 720700; in the data active = inhibition above about 9.5%
# Tn6 DDE FP – disrupts Tn6 cyclic peptide binding to fibrin D-Dimer-E complex | P02675 | Fibrin DD(E) TRITC-Tn6 fluorescence polarization displacement | inhibition, % at 8.3 µM | 370,000 compounds, 0.21% hits | AID 720509;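 active = inhibition above a per-campaign cutoff: mean of compounds within control limits plus 3 SD, cut at about 15% in these data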;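 note: 0% = median of all compound wells on the plate and 100% = blocking peptide control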
# KLK7 zymogen act – activators of human kallikrein-7 zymogen; P49862; purified proKLK7, EDANS-DABCYL substrate fluorescence; 100% is mature enzyme control, 0% vehicle; activation, % at 7 µM; 370,000 compounds, 0.9% hits; AID 652039;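 active = activation above the mean of all tested compounds plus 3 SD, computed per campaign excluding outliers beyond control limits, cut at about 13% in these data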
# Target sequence (P49862 whole entry, looked up): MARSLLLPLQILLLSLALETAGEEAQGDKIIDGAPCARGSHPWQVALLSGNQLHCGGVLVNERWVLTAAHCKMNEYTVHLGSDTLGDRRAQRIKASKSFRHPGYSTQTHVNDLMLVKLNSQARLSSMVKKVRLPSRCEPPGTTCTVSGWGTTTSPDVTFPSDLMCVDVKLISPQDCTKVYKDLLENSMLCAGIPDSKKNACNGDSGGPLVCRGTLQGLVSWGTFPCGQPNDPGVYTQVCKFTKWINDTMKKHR
# NR1D1 modulator – modulators of human Rev-erb alpha DNA binding; P20393; Rev-erbα–FITC-DNA binding, fluorescence polarization, 90 min; activity, % at 10 µM; 370,000 compounds, 0.79% hits; AID 1259318;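 active = activity above about 14%, limit read from the data; passing the limit was not always enough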;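 note: 0% = DMSO wells with 35 nM protein and 100% = DMSO wells with 750 nM protein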
# Target sequence (P20393 whole entry, looked up): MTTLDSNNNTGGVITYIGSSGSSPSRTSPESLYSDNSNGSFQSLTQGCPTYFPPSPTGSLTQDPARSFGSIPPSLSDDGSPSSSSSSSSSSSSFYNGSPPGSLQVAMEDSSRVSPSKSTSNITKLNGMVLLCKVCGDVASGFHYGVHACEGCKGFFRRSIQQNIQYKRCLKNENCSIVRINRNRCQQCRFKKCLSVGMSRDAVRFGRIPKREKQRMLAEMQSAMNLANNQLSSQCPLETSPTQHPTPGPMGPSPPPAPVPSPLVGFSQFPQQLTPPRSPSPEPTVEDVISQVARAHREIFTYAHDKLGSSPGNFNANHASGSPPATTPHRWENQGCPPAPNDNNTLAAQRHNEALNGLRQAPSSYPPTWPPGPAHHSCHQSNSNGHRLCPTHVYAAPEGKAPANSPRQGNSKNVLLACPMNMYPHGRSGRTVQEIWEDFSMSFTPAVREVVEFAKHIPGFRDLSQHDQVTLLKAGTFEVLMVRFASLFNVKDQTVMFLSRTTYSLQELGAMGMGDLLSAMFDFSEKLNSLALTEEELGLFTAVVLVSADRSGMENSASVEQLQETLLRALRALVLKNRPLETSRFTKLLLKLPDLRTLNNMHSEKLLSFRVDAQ
# ASAP1 inh – ASAP1 ArfGAP inhibition. Q9ULH1. inhibition, % at 16.5 µM. 360,000 compounds, 0.19% hits. ASAP1-stimulated ARF1 GTP hydrolysis, GDP FP detection; in the data active = inhibition above about 25%;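 note: 0% = vehicle with enzyme and substrate and 100% = no enzyme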
# * hit, by the source's call; . = no result given. Rows were taken by chance, and some 4.5% of all compounds hit somewhere here.
SMILES,DDE Tn7 FP inh,UHRF1 MBD2 ctr,PLC-beta3 inh,ARFGAP1 inh,sPLA2-III inh,PLCg1 inh,Tn6 DDE FP,KLK7 zymogen act,NR1D1 modulator,ASAP1 inh
O=C(N/N=C/c1ccc(Br)cc1)c1ccc(NC(=O)c2ccccc2)cc1,-3.9,-0.3,-5.1,-1.2,-2.4,4.1,-0.2,-0.2,-10.1,3.1
COc1ccc(C(=O)Nc2ccc3oc(-c4cccnc4)nc3c2)cc1OC,-0.1,-2.1,-16.9,2.7,4.9,-6.9,-1.0,-0.1,3.8,3.8
N#CCC1(O)C(=O)N(Cc2ccccc2)c2ccccc21 (centres undefined),1.6,-3.4,5.3,7.0,5.0,0.1,5.4,0.2,1.5,-1.7
O=C(Cn1nnc(-c2ccncc2)n1)Nc1ccc(Cl)cc1,-1.6,0.8,-0.5,.,-4.3,1.5,-4.2,-0.4,-2.9,.
Cc1cccc(CCNC(=O)C2CCC(=O)N2Cc2ccc(F)cc2)c1 (centres undefined),3.1,0.8,-1.1,2.9,3.6,-1.2,-4.5,-0.7,-0.3,-16.9
C=COCCn1c(-c2nonc2N)nc2ccccc21,1.5,5.0,-4.2,2.3,15.7,-2.6,-6.2,-0.1,-1.2,12.8
COc1cc(-c2nnc(SCC(=O)Nc3cc(C)on3)n2C)cc(OC)c1O,6.3,5.7,-1.4,0.1,6.4,-0.1,4.5,-0.1,-1.6,-7.2
Cn1c(N)c(C(=O)COC(=O)c2ccc(Cl)nc2)c(=O)n(C)c1=O,3.4,-0.8,-19.4,2.7,-3.2,-14.6,4.5,-0.6,-2.9,-2.9
O=C(Nc1ccc(-n2cnnn2)cc1)C1CCCN1C(=O)Nc1ccc(Br)cc1 (centres undefined),-2.2,-0.5,-4.1,20.6,3.3,2.5,-2.8,0.0,-1.7,4.1
CCOCCCNC(=O)C1CCN(S(=O)(=O)c2cc(Br)cc3c2N(C(=O)CC)CC3)CC1,-3.3,-0.2,-4.8,9.8,-0.3,-0.7,0.3,-0.2,4.7,4.0
N#Cc1c(N)nc(SCC(=O)NC2CCCCC2)c(C#N)c1-c1ccc(Cl)cc1,-4.1,2.3,-0.9,-0.7,9.1,7.5,-3.2,-0.2,24.5*,1.8
COc1ccc(OCCCN2CCc3ccccc3C2)cc1,3.9,0.8,-7.7,8.5,10.9,2.8,-3.1,-0.6,-1.8,3.1
Cc1ccc(N(CC#N)C(=O)CS(=O)(=O)c2cccc([N+](=O)[O-])c2)cc1,0.2,-1.1,0.5,3.3,-39.2,1.7,0.7,0.3,2.8,8.0
O=C(CN1CCCC1)NC(=O)NC1CCCC1,0.3,-0.6,-3.8,9.5,6.0,1.9,-0.1,-0.5,-11.6,-5.2
Cc1cccc(C)c1NC(=O)c1ccc([N+](=O)[O-])s1,1.8,3.0,2.5,6.9,6.5,-0.3,-1.0,0.1,-2.7,3.9
COc1ccccc1CNC(=O)c1ccc(OCC2CCCO2)cc1 (centres undefined),0.2,4.2,3.8,-11.9,-1.2,4.8,-7.5,-0.5,2.0,1.8
O=C(CN1CCN(c2ccccc2O)CC1)Nc1ccc([N+](=O)[O-])cc1Br,4.9,-2.8,-4.8,-0.1,-8.0,-1.6,0.4,0.8,-4.6,6.7
CC(Sc1nnc(-c2ccccc2F)o1)C(=O)Nc1ccc(N2CCOCC2)cc1 (centres undefined),-4.4,-0.4,2.0,-9.1,-0.1,-2.1,5.6,0.0,-3.3,1.5
O=C(C1=C[C@H](c2ccc3c(c2)OCO3)C[C@H](OCc2ccc(CO)cc2)O1)N1CCCCCCC1,-0.9,-2.3,-4.8,-4.3,-16.1,-1.2,0.3,0.6,4.2,12.0
CC(=O)c1c(C)[nH]c(C(=O)N(C)C(c2ccccc2)c2ccccc2)c1C,0.4,2.1,0.7,-19.8,-1.8,2.2,3.8,-0.3,5.9,-3.0
COc1cc(/C=C2/C(=N)N3C(=NC2=O)SN=C3S(C)(=O)=O)ccc1OC(=O)c1ccco1,6.4,2.5,-37.6,-16.0,2.8,-30.0,-3.9,0.2,11.2,-11.5
Cc1ccc(C)c(N2CCN(C(=O)Cn3ncc4c([nH]c5ccc(C)cc54)c3=O)CC2)c1,1.8,1.4,3.0,10.7,8.8,6.3,-4.7,0.5,2.7,3.2
COc1ccc(N2c3ccccc3CN(Cc3ccccc3)CC2Cc2cc(OC)c(OC)c(OC)c2)cc1 (centres undefined),-4.9,-2.4,-10.9,-5.1,2.1,-3.8,1.2,-0.5,0.2,6.3
Nc1nc(=S)ss1,-6.5,-0.5,4.6,3.5,8.5,5.2,4.9,0.0,0.2,-2.6
Cc1nn(C)cc1S(=O)(=O)N1CCN(c2cccc(Cl)c2)CC1,2.7,-1.3,-4.0,-4.7,-5.0,3.2,1.8,0.5,0.1,-6.7
SMILES,DDE Tn7 FP inh,UHRF1 MBD2 ctr,PLC-beta3 inh,ARFGAP1 inh,sPLA2-III inh,PLCg1 inh,Tn6 DDE FP,KLK7 zymogen act,NR1D1 modulator,ASAP1 inh
CCc1nn(C)c(-c2n[nH]c(=S)n2N)c1Cl,8.8,-1.0,7.2,9.0,11.4,1.4,-8.9,-0.2,5.9,5.2
CC1CCCC(NC(=O)c2ccncc2)C1C (centres undefined),3.8,-1.0,-1.9,-3.3,5.7,-1.3,0.5,0.5,3.8,9.2
Cc1ccc(C(=O)Nc2ccc(C)c(S(=O)(=O)Nc3ccccc3Cl)c2)s1,2.1,-3.0,-0.5,-1.9,-41.1,1.5,-9.0,0.3,-3.1,-0.1
Cc1ccc(OC2=NS(=O)(=O)c3ccccc32)cc1,3.9,4.7,0.0,14.5,12.5,1.2,0.6,-0.1,-3.7,-5.2
CCCCn1cnc2c(SCc3ccccn3)nc(N)nc21,2.5,-1.3,3.0,1.2,1.6,1.9,1.7,0.6,-1.0,-3.1
CCOC(=O)Cc1csc(NC(=O)CCCC(=O)O)n1,1.5,-2.3,-4.1,-1.9,7.5,0.2,-10.6,-0.2,-1.7,-2.9
O=C(NNc1nc(-c2ccccc2)c2cc(Br)ccc2n1)c1ccc(S(=O)(=O)N2CCCCC2)cc1,-3.4,-9.2,4.5,-4.0,-4.8,-0.6,1.7,0.2,0.4,1.3
CN(C)CCn1c2ccccc2c2nc3ccc([N+](=O)[O-])cc3cc21,2.0,10.2,-33.0,15.4,-20.5,-17.0,1.3,-0.5,-28.0,1.4
CCc1ccc(OCC(=O)Nc2ccncc2)c(Br)c1,-0.2,-1.2,-4.9,-16.0,-5.7,-1.7,-4.2,0.6,3.4,13.2
Cc1ccccc1Cn1ccc(=NCc2ccccc2)cc1,-11.7,3.5,2.0,17.4,-3.5,-0.2,0.7,-0.6,-2.5,1.6
COc1cccc(CNCCNC(=O)c2ccco2)c1OC,2.2,0.9,0.1,1.5,3.9,0.0,2.4,-0.1,-6.5,16.7
COc1ccc(-c2nc(CS(=O)CC(=O)NCc3ccc(Cl)cc3)c(C)o2)cc1OC (centres undefined),1.4,-0.7,-6.1,13.8,0.0,-0.3,3.4,0.9,1.9,12.5
O=S1(=O)CCC(n2nccc2-c2ccccc2)C1 (centres undefined),3.5,-0.3,-2.6,1.2,-2.1,2.7,3.4,-0.2,-2.2,4.9
Cc1cccc(NC(=O)CN(CC2CCCO2)C(=O)c2cc(S(=O)(=O)N(C)C)ccc2F)c1C (centres undefined),-0.5,3.3,-3.1,6.8,-5.2,-1.6,-0.5,0.0,-0.7,-3.9
COc1ccc(-n2c(COc3cccc(C)c3)nnc2SCC(=O)NCc2ccco2)cc1,5.5,8.1,0.7,3.9,-23.9,6.0,-1.7,0.5,4.1,2.8
CCOC(=O)C1C(=O)NC(N2CCN(Cc3ccccc3)CC2)=NC1c1ccco1 (centres undefined),6.4,2.7,0.6,2.5,0.8,-1.8,7.1,-0.1,-3.7,-7.8
COCCCNC(=O)c1ccc(N2CCCC2)c(NS(=O)(=O)c2ccc(C)cc2)c1,-6.2,-2.2,-0.8,-0.5,0.3,-1.3,5.4,1.2,-2.2,11.5
CC(=O)Nc1ccc(Nc2nnc(-c3ccc(C)c(S(=O)(=O)NCC4CCCO4)c3)c3ccccc23)cc1 (centres undefined),3.4,-0.5,1.9,-6.0,11.5,5.8,6.5,-0.6,-2.8,-1.5
CSc1sccc1/C=N/NC(=O)c1ccncc1,-4.9,19.0,-6.9,9.6,18.1,-0.9,-3.4,0.5,4.9,2.7
Cn1c(CCN2CCCC2)nc2cc(NC(=O)COc3ccc(Cl)cc3)ccc21,-1.3,-1.4,-2.0,1.1,-4.2,-5.8,-1.0,-1.0,-7.2,6.5
Cc1cccc(C)c1NC(=O)C1c2ccccc2Oc2ccccc21,-2.0,0.6,2.4,6.1,6.5,-1.5,5.2,0.2,-0.3,6.3
O=C(NCCc1c[nH]c2ccccc12)C(F)(F)F,4.0,-2.5,-2.2,2.7,-33.1,-0.5,-3.9,-0.2,0.2,7.4
CNC(=O)/C(C#N)=C/c1c(N2CC(C)OC(C)C2)nc2ccccn2c1=O (centres undefined),-1.3,-0.4,-101.3,3.4,6.6,-80.8,-0.1,11.5,2.1,-10.3
C#CCCC(=O)O[C@H]1CCC[C@@]2(C(=O)N(Cc3ccccc3)c3ccccc32)[C@H]1NC(=O)CCc1ccccc1,-4.9,-2.2,7.0,.,-8.6,5.7,-0.7,0.4,-1.5,.
O=C1CN(C(=O)CSc2nnc(C3CC3)n2-c2ccccc2)c2ccccc2N1,2.9,-4.1,-0.4,-16.2,-1.1,-1.6,0.9,0.3,1.6,-7.9
O=C(Nc1ccccc1)Nc1nc(-c2ccc(Cl)cc2)cs1,3.5,-0.8,-3.5,3.1,2.2,-1.6,5.1,-0.4,1.4,6.2
CC(C)(C)SCCNC(=O)/C=C/c1ccccc1,3.3,-2.0,-5.0,-11.1,-3.8,1.6,-1.1,-0.4,3.7,-1.7
CC1=C/C(=C\c2ccc(Br)o2)C(=O)O1,1.3,52.7*,-2.5,-8.5,-0.9,-6.7,2.5,-0.2,1.5,0.9
COc1ccc(Cl)cc1NC(=O)CN(C)C(=O)c1ccc(COc2ccccc2)cc1,-11.8,-0.4,-1.4,1.7,-23.9,-1.5,2.4,0.1,-2.9,8.4

# Single records, as listed above. Values in the order: DDE Tn7 FP inh, UHRF1 MBD2 ctr, PLC-beta3 inh, ARFGAP1 inh, sPLA2-III inh, PLCg1 inh, Tn6 DDE FP, KLK7 zymogen act, NR1D1 modulator, ASAP1 inh
# C=COCCn1c(-c2nonc2N)nc2ccccc21 reads 1.5, 5.0, -4.2, 2.3, 15.7, -2.6, -6.2, -0.1, -1.2, 12.8
# O=C1CN(C(=O)CSc2nnc(C3CC3)n2-c2ccccc2)c2ccccc2N1 reads 2.9, -4.1, -0.4, -16.2, -1.1, -1.6, 0.9, 0.3, 1.6, -7.9
# COc1cccc(CNCCNC(=O)c2ccco2)c1OC reads 2.2, 0.9, 0.1, 1.5, 3.9, 0.0, 2.4, -0.1, -6.5, 16.7
